Screens: PubChem, Johns Hopkins Ion Channel Center
TMEM16A act = activators or potentiators of mouse TMEM16A chloride channel | HEK293 TMEM16A/YFP-H148Q/I152L, iodide quench fluorescence; active compounds read low | B-score at 10 µM | hit rate 0.3% among 340,000;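 active means fluorescence-ratio B-score plate-corrected deviation score at least 3 library SD below zero, with starting fluorescence score within 5 deviations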;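 further: channel opened by trigger with iodide after compound preincubation; score built on the fluorescence ratio of max minus min over baseline; more negative score means more quench and so TMEM16A activation or potentiation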
Target sequence (Q8BHY3 whole entry, looked up): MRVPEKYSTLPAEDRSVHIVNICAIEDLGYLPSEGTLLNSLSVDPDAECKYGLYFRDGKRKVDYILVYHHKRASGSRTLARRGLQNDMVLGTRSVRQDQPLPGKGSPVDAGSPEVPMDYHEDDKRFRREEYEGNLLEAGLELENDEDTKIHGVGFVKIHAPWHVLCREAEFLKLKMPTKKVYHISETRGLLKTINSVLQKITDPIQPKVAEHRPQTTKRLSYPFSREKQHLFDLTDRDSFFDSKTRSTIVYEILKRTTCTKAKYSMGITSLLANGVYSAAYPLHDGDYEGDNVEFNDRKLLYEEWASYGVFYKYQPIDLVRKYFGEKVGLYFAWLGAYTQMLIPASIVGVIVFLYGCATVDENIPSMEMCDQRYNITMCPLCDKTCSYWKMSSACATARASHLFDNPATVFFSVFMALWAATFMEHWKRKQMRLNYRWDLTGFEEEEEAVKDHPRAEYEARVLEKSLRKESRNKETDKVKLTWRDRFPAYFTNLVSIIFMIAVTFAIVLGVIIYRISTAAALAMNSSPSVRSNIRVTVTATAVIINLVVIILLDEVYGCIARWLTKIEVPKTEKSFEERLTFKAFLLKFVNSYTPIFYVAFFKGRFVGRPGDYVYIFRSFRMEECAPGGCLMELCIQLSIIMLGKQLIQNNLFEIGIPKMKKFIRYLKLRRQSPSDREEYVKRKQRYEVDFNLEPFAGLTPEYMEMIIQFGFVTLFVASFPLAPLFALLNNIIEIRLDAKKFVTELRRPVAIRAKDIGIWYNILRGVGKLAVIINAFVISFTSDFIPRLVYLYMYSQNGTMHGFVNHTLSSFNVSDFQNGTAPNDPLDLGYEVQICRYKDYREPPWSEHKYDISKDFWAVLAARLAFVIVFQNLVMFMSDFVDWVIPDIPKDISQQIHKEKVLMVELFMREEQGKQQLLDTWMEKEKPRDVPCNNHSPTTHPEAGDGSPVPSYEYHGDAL
The depositor's hits bear a star; i = inactive. Not all compounds are listed. The share of hits here may be higher or lower than overall.

TMEM16A act | Structure
i | Cc1noc(C)c1COc1ccc(C(=O)NCCOc2ccccc2)cc1
i | COc1ccc(CCNC(=O)COC(=O)c2ccc(C)s2)cc1
i | CN(C(=O)c1ccccc1OCc1ccc(F)cc1)c1c(N)n(Cc2ccccc2)c(=O)[nH]c1=O
i | CC(NC(=O)c1ccco1)C(=O)O (centres undefined)
i | CCOc1cc(N2CCOCC2)c(OCC)cc1NC(=O)c1cc(S(=O)(=O)N2CCOCC2)ccc1C
i | COc1ccc(CN(C)C(=O)c2cccc(NC(=O)CC3SC(N4CCCCC4)=NC3=O)c2)c(OC)c1 (centres undefined)
i | C=CCN1c2ccccc2C(=O)CS1(=O)=O
i | O=C(c1ccccc1)C1(c2ccccc2)OC1c1ccccc1 (centres undefined)
i | CC(=O)c1ccc(OCC(=O)Nc2cccc(S(=O)(=O)N3CCCC3)c2)cc1
i | CCCn1c(N)c(C(=O)CN(C)CC(=O)Nc2ccc(C)cc2)c(=O)[nH]c1=O
i | Cc1ccc(C)c(OC(=O)C2CSC3(C)CCC(=O)N23)c1C (centres undefined)
i | O=C(Cn1ccc(NC(=O)OCc2ccccc2)nc1=O)NCCc1c[nH]c2ccccc12
i | CN(c1ccccc1)S(=O)(=O)c1cccc(NC(=O)Cc2n[nH]c(=O)c3ccccc23)c1
i | CCCCCCCCCCCC1N=C(N)NC(CCCO)=C1C(=O)OC (centres undefined)
i | COc1ccc(C(=O)N(C)Cc2ccc(OC)c(OC)c2OC)cc1S(=O)(=O)N1CCOCC1
i | COc1ccc(-c2nn(-c3ccccc3)cc2/C=N/Nc2cccc(C(=O)O)c2)cc1
i | O=C(COC(=O)c1ccccc1)c1ccc2c(c1)OCCO2
i | CN(C(=O)CSc1ncnc2sc3c(c12)CCCC3)C1CCS(=O)(=O)C1 (centres undefined)
i | Cc1noc(C)c1NC(=O)Nc1cccc2c1O[C@@H](CN(C)Cc1ccc3c(c1)OCO3)[C@@H](C)CN([C@H](C)CO)C2=O
i | O=C(c1ccco1)N1CCN(Cc2cc(=O)oc3cc(O)ccc23)CC1

Pulled by structure from the list above (6):
TMEM16A act | Structure
i | Cc1noc(C)c1NC(=O)Nc1cccc2c1O[C@@H](CN(C)Cc1ccc3c(c1)OCO3)[C@@H](C)CN([C@H](C)CO)C2=O
i | COc1ccc(C(=O)N(C)Cc2ccc(OC)c(OC)c2OC)cc1S(=O)(=O)N1CCOCC1
i | C=CCN1c2ccccc2C(=O)CS1(=O)=O
i | O=C(COC(=O)c1ccccc1)c1ccc2c(c1)OCCO2
i | COc1ccc(CN(C)C(=O)c2cccc(NC(=O)CC3SC(N4CCCCC4)=NC3=O)c2)c(OC)c1 (centres undefined)
i | Cc1ccc(C)c(OC(=O)C2CSC3(C)CCC(=O)N23)c1C (centres undefined)

Next structures follow.
TMEM16A act | Structure
i | COC(=O)c1ccc(C)c(NC(=O)CSc2nnc3ccccn23)c1
i | C[C@@H]1CN([C@H](C)CO)C(=O)c2cc(NC(=O)Cc3cn(C)c4ccccc34)ccc2O[C@H]1CN(C)S(=O)(=O)c1ccc(F)cc1
i | CC1Cc2ccccc2N1C(=O)COC(=O)c1n[nH]c(=O)c2ccccc12 (centres undefined)
i | COc1ccc(CCC(=O)Nc2cccc(S(=O)(=O)N3CCCCCC3)c2)cc1OC
i | COc1ccc(C(=O)N2CCCC(C(N)=O)C2)cc1S(=O)(=O)N1CCOCC1 (centres undefined)
i | N#Cc1ccc(CN2CCN(CC(=O)Nc3ccccc3C(=O)NC3CC3)CC2)cc1
i | Cc1ccccc1NC(=O)Cc1nc(COC(=O)c2cccnc2Cl)cs1
i | OCc1ccc2c(c1)c(-c1ccc3c(c1)OCCO3)c(-c1ccccc1)n2-c1ccccc1
i | CCC1(c2ccc(F)cc2)NC(=O)N(CC(=O)N2CCN(S(=O)(=O)c3ccc(C)cc3C)CC2)C1=O (centres undefined)
i | N#CC1(c2ccccc2)CCC(=NNS(=O)(=O)c2ccccc2)CC1 (centres undefined)
i | C=CCOC1COC2C(OCC=C)COC12 (centres undefined)
i | Clc1nnc2c3ccccc3ccn12
i | CC(Sc1ncn[nH]1)C(=O)Nc1cc(C(F)(F)F)ccc1Cl (centres undefined)
i | O=C(CC(NC(=O)OCc1ccccc1)C(=O)OCc1ccccc1)OCc1ccccc1 (centres undefined)
i | O=C(CSc1nc(C2CC2)nc2ccccc12)N1CCc2ccccc21
i | C[C@@H]1CN([C@@H](C)CO)C(=O)c2cc(NC(=O)C3CC3)ccc2O[C@@H]1CN(C)C(=O)NC1CCCCC1
i | O=C1C=C(c2ccc(-c3ccccc3)cc2)C[C@@H](c2ccc(F)cc2)C1
i | CC(Sc1nnc(C2CC2)n1C1CC1)C(=O)Nc1ccccc1C#N (centres undefined)
i | Cc1ccccc1-c1cc(C(=O)NCc2ccc3c(c2)OCO3)n(CC2CC(c3cccnc3)=NO2)n1 (centres undefined)
i | Cc1cccc(C)c1NC(=O)CN1CCCC1
i | Cc1ccc(S(=O)(=O)Nc2cccc(S(=O)(=O)Nc3ccccc3C(=O)O)c2)c(C)c1
i | O=C1OCCN1N1CCOC1=O
i | O=C(CN1CCN(C(C(=O)Nc2ccc(F)cc2)c2ccccc2)CC1)NC1CC1 (centres undefined)
i | CCN1C(=O)c2cccc3c(S(=O)(=O)N4CCNCC4)ccc1c23
i | CC(C)(C)c1ccc(C(=O)NC(=O)COC(=O)CCS(=O)(=O)c2ccccc2)cc1
i | COc1ccccc1/C=C/C(=O)OCC(=O)N1CCc2ccccc21
i | N#Cc1ccc(C2=CC(=O)C[C@H](c3ccc(Cl)cc3)C2)cc1
i | O=c1oc(-c2ccc(O)c(O)c2)cc2cc(O)cc(O)c12
i | COc1ccc(CNC(=O)COC(=O)c2ccc(C)c(S(=O)(=O)N3CCOCC3)c2)cc1OC
i | CC1CN(S(=O)(=O)c2ccc(C(=O)N3CCc4ccccc43)cc2)CC(C)O1 (centres undefined)
i | O=C(CCN1CCCCC1)c1cccc(Cl)c1
i | Cc1ccc(C2(c3ccccc3)NC(=O)N(CC(=O)NC3CCCCC3)C2=O)cc1C (centres undefined)
i | COc1ccc(/C=C2\C(=O)NC(=O)c3ccccc32)cc1OC
i | Cn1cnc2ncnc(Oc3ccc(Br)cc3)c21
i | CN(C(=O)c1cccc(NC(=O)C2CCCN(C(=O)OC(C)(C)C)C2)c1)C1CCCC1 (centres undefined)
i | COc1ccccc1CNC(=O)COC(=O)Cc1cccc(F)c1
i | O=C(COC(=O)Cc1ccsc1)Nc1ccc(F)cc1Cl
i | CC1CCCCC1NC(=O)COc1ncnc2sccc12 (centres undefined)
i | COC1=C(OC)C(=O)C(Sc2ccc3ccccc3c2)=CC1=O
i | COc1ccc(CCC(=O)Nc2cccc(S(=O)(=O)N3CCCCCC3)c2)cc1

Gathered by group, those above with a Cl atom (six)
TMEM16A act | Structure
i | Cc1ccccc1NC(=O)Cc1nc(COC(=O)c2cccnc2Cl)cs1
i | Clc1nnc2c3ccccc3ccn12
i | CC(Sc1ncn[nH]1)C(=O)Nc1cc(C(F)(F)F)ccc1Cl (centres undefined)
i | N#Cc1ccc(C2=CC(=O)C[C@H](c3ccc(Cl)cc3)C2)cc1
i | O=C(CCN1CCCCC1)c1cccc(Cl)c1
i | O=C(COC(=O)Cc1ccsc1)Nc1ccc(F)cc1Cl

Other compounds follow.
TMEM16A act | Structure
i | CCCc1cc(=O)[nH]c(SCC(=O)N2CC3(C)CC2CC(C)(C)C3)n1 (centres undefined)
i | O=C(c1ccc(F)cc1F)N1CCN(S(=O)(=O)c2ccc3c(c2)OCCO3)CC1
i | Cc1ccc(C2(c3ccccc3)NC(=O)N(CC(=O)NC3(C#N)CCCC3)C2=O)cc1C (centres undefined)
i | Cc1ccc(OCC(=O)NN=C2C3CC4CC(C3)CC2C4)cc1
i | Cc1ccc(S(=O)(=O)NC2CCCCC2)cc1C(=O)N1CCC(C(N)=O)CC1
i | CC(C)c1ccc(CN2CCN(C(=O)CCl)CC2)cc1
i | O=C(CCCOc1ccccc1)N1CCN(S(=O)(=O)c2ccccc2)CC1
i | Cc1ccc(S(=O)(=O)N2CCCCC2)cc1NC(=O)c1cc2ccccc2o1
i | CCOC(=O)C1CCN(C(=O)c2cccc(NS(=O)(=O)c3ccc(Br)cc3)c2)CC1
i | Cc1nn(-c2ccccc2)c(C)c1C(=O)OCC(=O)Nc1cccc(S(N)(=O)=O)c1
i | Cc1cc(=O)oc2cc(OCC(=O)N3CC(=O)Nc4ccccc43)c(Cl)cc12
i | CN(c1ccccc1)S(=O)(=O)c1ccc(NC(=O)CC(=O)c2ccccc2)cc1
i | COc1ccccc1C(C(C(=O)c1ccccc1)N1CCOCC1)N1CCOCC1 (centres undefined)
i | C#Cc1cccc(N2C(=O)C3C4C=CC(C3C2=O)C2C(=O)N(c3cccc(C#C)c3)C(=O)C42)c1 (centres undefined)
i | Cc1ccc(OCc2ccc(C(=O)NCC3CCCO3)cc2)cc1C (centres undefined)
i | CN(C)c1ccc(C=c2c3ccccc3n3c2cc(-c2ccc(Cl)cc2)[n+]3C)cc1
i | O=C1c2ccccc2C(=O)N1C1(C(=O)NC2(C(=O)O)CCCC2)CCCC1
i | Cn1c(=O)c2[nH]c(C3CC4CCC3C4)nc2n(C)c1=O (centres undefined)
i | O=C(CN1C(=O)NC2(CCCC2)C1=O)OCC(=O)c1cccc(Cl)c1
i | O=C(NN=C(c1ccccc1)c1ccccn1)c1ccccc1
i | COc1cc(OC)cc(-c2c(-c3cccs3)c3cc(-c4ccc5c(c4)OCO5)ccc3n2C)c1
-7.7* | CCOC(=O)c1sc(NC(=O)CSc2nc(-c3ccco3)cc(C(F)(F)F)n2)c(C(=O)OCC)c1C
i | Cc1csc(CNc2ncnc3ccc(-c4ccccc4Cl)cc23)c1
i | C(=Cc1cccnc1)c1ccncc1
i | COc1ccc(-c2noc(COC(=O)c3ccco3)n2)cc1OC
i | COCC(C)n1c(SCC(=O)Nc2cc(C)on2)nc2ccccc2c1=O (centres undefined)
i | O=[N+]([O-])c1ccc(NN=Cc2cccc3ccccc23)nc1
i | Nc1cccc(-c2cn(-c3cc4cc(C#CC5(O)CCCCC5)ccc4oc3=O)nn2)c1
i | Cc1ccc(C(CC(=O)O)NC(=O)c2ccc(S(=O)(=O)N3CCCC3)cc2)cc1 (centres undefined)
i | CC(C)(C)[C@@H]1COC(=O)[C@H](Cc2ccc(F)cc2)C/C=C\C[C@@H](CC(=O)N(CCO)Cc2ccccc2)C(=O)N1
i | OC(Cc1ccnc2ccccc12)C(Cl)(Cl)Cl (centres undefined)
i | COc1ccccc1-c1oc2ccccc2c1-c1ccc2c(c1)OCO2
i | CN1CCC(N(C)C(=O)c2cc(S(=O)(=O)N3CCOCC3)ccc2Cl)CC1
i | CCc1ccc(CN(C)C(=O)c2cccc(S(=O)(=O)Nc3ccccc3OC)c2)cc1
i | CSc1ncccc1C(=O)OCC(=O)N1CCc2ccccc21
i | CCN(C(=O)CSc1n[nH]c(-c2cc(Cl)ccc2OC)n1)C1CCS(=O)(=O)C1 (centres undefined)
i | O=C(COC(=O)C1CC2C=CC1C2)Nc1ccccc1[N+](=O)[O-] (centres undefined)
i | Cn1nnnc1Sc1ncnc2scc(Br)c12
i | Oc1ccccc1C=NNc1nc2ccccc2s1
i | CC1CN(S(=O)(=O)c2cccc(C(=O)OCC(=O)NCc3ccccc3)c2)CC(C)O1 (centres undefined)
i | O=C(OCC(=O)N1CCCCC1)c1cc(=O)[nH]c2ccccc12
-38* | Cc1ccnc(NC(=O)c2cccc(NC(=O)CC3SC(N4CCCCC4)=NC3=O)c2)c1 (centres undefined)
i | O=C(COC(=O)C12CC3CC(CC(O)(C3)C1)C2)Nc1ccc(Cl)c(S(=O)(=O)N2CCOCC2)c1
i | Cc1c(NC(=O)C(C)OC(=O)c2cccnc2Cl)c(=O)n(-c2ccccc2)n1C (centres undefined)
i | CN(C)c1ccc(C(=O)N2CCN(C(=O)C3CCCO3)CC2)cc1 (centres undefined)
i | CC1(c2ccccc2)NC(=O)N(CC(=O)N2CCN(S(=O)(=O)c3cccc(C(F)(F)F)c3)CC2)C1=O (centres undefined)
i | Cn1/c(=N/N=C/c2ccccn2)sc2ccccc21
i | COc1cc(C=NNC(=O)c2ccccc2NS(=O)(=O)c2cccs2)cc(OC)c1O
i | COc1ccc(C(=O)C(C)OC(=O)CNC(=O)c2ccco2)cc1 (centres undefined)
i | Cc1ccc(NC(=O)CSCC(=O)NC2(C)CCS(=O)(=O)C2)cc1 (centres undefined)
i | COc1ccc(C(=O)NCc2ccncc2)cc1S(=O)(=O)NCc1ccc(Cl)cc1
i | CCN(C(=O)CSc1nnc(-c2cccc(F)c2)n1N)c1c(N)n(Cc2ccccc2)c(=O)[nH]c1=O
i | CCN(CC)S(=O)(=O)c1cccc(C(=O)NC(C(=O)NNC(=O)c2ccccc2F)C(C)C)c1 (centres undefined)
i | Cc1c(C(=O)N2CCN(S(=O)(=O)c3ccccc3F)CC2)oc2c(Cl)cccc12
i | CCCc1nnc(NC(=O)c2ccc(S(=O)(=O)N(C)c3ccccc3OC)cc2)s1
i | CCCn1cnc2c(SCc3ccccc3F)nc(N)nc21
i | CCCCN(C(=O)C(CCSC)N1C(=O)c2ccccc2C1=O)c1c(N)n(CCC)c(=O)[nH]c1=O (centres undefined)
i | COc1cccc(NC(=O)CN(C)C(=O)c2cccc(S(=O)(=O)Nc3ccc(C)cc3)c2)c1
i | COc1ccc(N2CCN(C(=O)COC(=O)[C@@H](NC(=O)OCc3ccccc3)C(C)C)CC2)cc1
i | CCN(C(=O)c1cc(S(=O)(=O)N2CCCC2)ccc1C)C1CCS(=O)(=O)C1 (centres undefined)
